# Bioassay records deposited in PubChem BioAssay by The Scripps Research Institute Molecular Screening Center.
# CHRM1 agonist: activates human CHRM1 receptor | P11229 | CHO-K1 hM1, Fluo-8 calcium fluorescence, agonist mode; 0% DMSO, 100% acetylcholine EC100 | activation, % at 3 µM | 360,000 tested, 0.33% active | AID 588814;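 active = activation above the run's mean compound activation plus 3 SD, cut at about 16% in these data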;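 note: peak over basal fluorescence ratio within a 140 s kinetic read after compound addition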
# Target sequence (P11229 whole entry, looked up): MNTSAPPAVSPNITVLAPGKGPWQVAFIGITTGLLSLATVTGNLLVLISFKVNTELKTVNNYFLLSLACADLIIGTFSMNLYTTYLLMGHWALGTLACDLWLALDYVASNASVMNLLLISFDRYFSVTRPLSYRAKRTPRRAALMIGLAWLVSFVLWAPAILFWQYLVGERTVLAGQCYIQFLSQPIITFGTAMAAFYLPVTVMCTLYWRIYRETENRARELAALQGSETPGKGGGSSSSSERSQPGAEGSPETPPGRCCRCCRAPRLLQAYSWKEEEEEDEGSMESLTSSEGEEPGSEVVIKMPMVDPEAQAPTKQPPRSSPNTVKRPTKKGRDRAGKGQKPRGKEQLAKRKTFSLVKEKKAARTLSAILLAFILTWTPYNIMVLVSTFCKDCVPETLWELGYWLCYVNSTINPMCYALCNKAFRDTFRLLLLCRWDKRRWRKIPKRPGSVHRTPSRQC
# M1 ag parental: counter-screen for M1 agonists: effect in parental CHO-K1 cells. 360,000 tested, 0.48% active. activation, % at 3 µM. Fluo-8 calcium fluorescence; scaled to maximal ATP response, vehicle zero; in the data active = activation above about 15%;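 note: untransfected CHO-K1 host cells lacking M1 receptor as counterscreen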
# CHO-K1 Ca antag: M1 antagonist counterscreen hit in parental CHO-K1 cells | inhibition, % at 3 µM | 360,000 tested, 0.6% active | ATP-induced calcium, Fluo-8 fluorescence;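 active = inhibition above a per-plate cutoff, the plate's mean sample inhibition plus 3 SD, cut at about 24% in these data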;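 note: 0% = DMSO plus EC80 ATP and 100% = DMSO alone without ATP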
# CHO parental Ca: signal in parental CHO cells, OX1R antagonist counter-screen; 330,000 tested, 0.63% active; inhibition, % at 5.6 µM; parental CHO-K1, ATP-induced calcium, Fluo-8 fluorescence;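 active = inhibition above that plate's mean sample inhibition plus 3 SD, cut at about 26% in these data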;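 note: 0% = ATP-challenged DMSO wells and 100% = DMSO wells without ATP; some compounds past the cut are filed as inactive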
#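 Material – parental CHO cells · Reagent – ATP stimulus · Compound – single nominal dose of 5.6 µM per compound · Detection – Fluo-8 fluorescence · Read-out basis – percent inhibition of calcium signal · Controls – ATP-challenged DMSO wells low, unchallenged DMSO wells high · Repeats – no replicates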
# OXTR potentiator: potentiators of human oxytocin receptor; CHO-OTR cells, Fluo-8 calcium fluorescence, potentiator mode; 0% = oxytocin EC15, 100% = EC100; activation, % at 3 µM; 320,000 tested, 0.061% active;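 active = activation above that plate's cutoff, the mean activation of tested compounds plus 3 SD, cut at about 6.6% in these data, passing the limit was not always enough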;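 note: 100% uses oxytocin at 75 nM as the full agonist control; some results filed as inactive read as strong as hits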
#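 Material: human OTR in CHO cells. Compound: 3.0 µM, one dose. Timing: compound 6 min at room temperature before oxytocin, 100 s read. Evaluation: % activation of max/min ratio relative to oxytocin controls. Replication: single well per compound, singlicate. Signal: Fluo-8 calcium dye fluorescence.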
# TAAR1 antagonist: antagonists of human TAAR1; CHO RD-HGA16 TAAR1, Fluo-8 calcium fluorescence, antagonist; inhibition, % at 3 µM; 360,000 tested, 1.5% active; Q96RJ0;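 active = inhibition above a per-plate cutoff, the mean inhibition of test compounds on that plate plus 3 SD, cut at about 49% in these data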;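 note: 0% = DMSO plus EC80 beta-PEA response and 100% = DMSO alone without agonist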
# Target sequence (Q96RJ0 whole entry, looked up): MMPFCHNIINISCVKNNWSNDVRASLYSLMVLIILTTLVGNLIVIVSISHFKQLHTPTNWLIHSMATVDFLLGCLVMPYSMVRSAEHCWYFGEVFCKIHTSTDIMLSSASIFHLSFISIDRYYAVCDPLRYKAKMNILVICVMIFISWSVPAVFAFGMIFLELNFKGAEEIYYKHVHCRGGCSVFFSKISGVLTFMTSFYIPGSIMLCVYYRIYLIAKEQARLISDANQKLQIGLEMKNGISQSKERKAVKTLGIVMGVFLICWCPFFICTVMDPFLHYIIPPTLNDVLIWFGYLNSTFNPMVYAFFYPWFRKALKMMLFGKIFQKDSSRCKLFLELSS
#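 System: CHO RD-HGA16 cells bearing hTAAR1. Reagent: EC80 β-phenethylamine stimulus. Schedule: seeding 17-24 h prior, 75-min 37 °C, 30-min RT dye loading. Signal: Fluo-8 intracellular calcium dye fluorescence, real-time kinetic reads. Read-out: % inhibition from peak post-agonist over basal fluorescence ratio. Benchmarks: vehicle wells and EC80 agonist wells. Replicates: n of 1.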
# TAAR1 agonist: agonists of human TAAR1; CHO RD-HGA16 TAAR1, Fluo-8 calcium fluorescence; vehicle wells 0%, saturating PEA agonist 100%; activation, % at 3 µM; 360,000 tested, 0.99% active; AID 624467;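 active = activation above the mean activation of all test compounds in the run plus 3 SD, cut at about 38% in these data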
#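 Signal – calcium-sensitive Fluo-8 signal, excitation 470-495, emission 515-575 nm · System – RD-HGA16 (CHO) cells co-expressing Gα16 and hTAAR1 · Incubation – 17-24 h seeding, 75 min 37 °C dye, 30 min RT · Compound dosing – 3 µM single concentration · Repeats – no replicates (n 1)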
# CHRM1 antagonist: antagonists of human M1 muscarinic receptor; P11229; CHO-K1 hM1, Fluo-8 calcium fluorescence, ACh EC80 antagonist; inhibition, % at 3 µM; 360,000 tested, 1.3% active;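 active = percent inhibition above its own plate's cutoff, namely the mean of that plate's compound wells plus 3 SD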;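 note: peak over basal fluorescence ratio during 140 s after agonist addition; 0% = ACh EC80 plus DMSO and 100% = DMSO alone without agonist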
# CHO-K1 Ca PAM: nonselective activator or artifact in parental CHO-K1 calcium assay; ATP EC20, Fluo-8 calcium fluorescence; 0% at ATP EC20, 100% at ATP max; activation, % at 3 µM; 360,000 tested, 0.02% active;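 active = activation above the run cutoff, the mean activation of all test compounds plus 3 SD, cut at about 40% in these data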;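 note: peak over basal fluorescence ratio in a 140 s read after ATP addition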
# * marks the source's active call; other numbers are inactive results; . = no result given.
SMILES,CHRM1 agonist,M1 ag parental,CHO-K1 Ca antag,CHO parental Ca,OXTR potentiator,TAAR1 antagonist,TAAR1 agonist,CHRM1 antagonist,CHO-K1 Ca PAM
COc1ccc(-c2cc(C(F)F)n3ncc(C(=O)NCC4CCCO4)c3n2)cc1 (stereo not drawn),-6,0.7,-3,-9,3,-8,-2,-9,8
CCOC(=O)C1(Cc2ccccc2C)CCCN(C(=O)c2cc(C3CC3)[nH]n2)C1 (stereo not drawn),-11,0.9,-1,-28,-2,14,9,-2,5
COc1ccc(NC(=O)c2ccccc2NC(=O)C2CCCCC2C(=O)O)cc1 (stereo not drawn),2,5.4,5,.,.,0,0,2,13
CCN1C(=O)C(CC(=O)Nc2ccc(Cl)cc2)N(NC(=O)c2ccncc2)C1=S (stereo not drawn),-1,1.6,-2,-24,-7,-7,0,-19,21
COc1ccccc1-c1sc2cc3c(cc2c1C#CCO)OCO3,-5,0.6,-10,-15,-5,14,0,-11,23
Cc1cc(C)n(CCC(=O)N=Nc2c(O)[nH]c3ccccc23)n1,0,0.3,-1,-16,5,14,2,-7,-8
Cc1cc(=O)[nH]c2c(C)cc(S(=O)(=O)N3CCCCC3)cc12,-4,0.5,-1,.,.,-13,6,5,-13
O=C(NC1CC2CCCC(C1)N2C(=O)N1CCCCC1)C1CCCCC1 (stereo not drawn),-4,0.0,1,-12,-2,-2,3,-12,8
CCN(CC)S(=O)(=O)c1ccc(N/N=C(\C)c2ccc3c(c2)OCO3)c([N+](=O)[O-])c1,-6,0.7,-7,-8,-2,-2,-2,-4,21
Cc1ccc(CNC(=O)c2ccc(CS(=O)(=O)c3ccccc3C)o2)cc1,-3,3.3,-12,-32,-4,2,1,-14,8
CCC(C)[C@H]1CN=C(N)N1CCc1cccc2ccccc12 (stereo partly drawn),-14,-0.1,-5,3,-6,-4,36,38*,-5
CN(C)C(CNC(=O)CCc1nc2cc(Cl)ccc2n(Cc2ccccc2)c1=O)c1ccccc1 (stereo not drawn),-8,1.1,-12,-25,0,-3,1,27*,-1
NC1=NC(c2ccc([N+](=O)[O-])cc2)N(c2ccc(F)cc2)C(N)=N1 (stereo not drawn),-3,0.3,-6,-6,5,-30,2,-18,9
COc1ccc(-c2c(C#Cc3ccccc3)c3ccccc3n2C)cc1,-8,0.4,-20,-13,-7,-16,2,-4,9
C=CCC[C@@H](Cc1ccc(F)cc1)C(=O)OC[C@@H](C)NC(=O)[C@H](CC=C)CC(=O)N(CCO)Cc1ccccc1,-5,3.7,-13,-16,-9,46,14,5,-7
Cc1ccc(S(=O)(=O)N2CCC(=O)N([C@H](COCc3ccc(C(F)(F)F)cc3)C(C)C)CC2)cc1,.,3.5,-4,.,.,0,-1,.,2
COc1ccc(/C=C/C(=O)OCC(=O)c2c(N)n(C)c(=O)n(C)c2=O)cc1,0,-0.3,23,2,-5,-10,9,-8,-12
Cc1ccc(NC(=O)COC(=O)COc2ccc(Cl)cc2)c([N+](=O)[O-])c1,-7,1.6,-11,4,-1,-16,0,-4,23
Cc1nnc(NC2=NCCC2)s1,-3,0.8,-11,-6,-6,10,17,-30,18
Cn1c(=O)c2c(nc(CN3CCCCC3)n2CCc2ccccc2)n(C)c1=O,-3,-0.3,-6,-10,-7,9,-1,-13,9
O=C1CSC(c2cccc([N+](=O)[O-])c2)N1C1CC2CCC1C2 (stereo not drawn),-7,2.3,-16,-13,2,-18,1,-2,31
O=C(Cc1cccs1)NCCS(=O)(=O)N1CCN(c2cccc(Cl)c2)CC1,1,1.2,-5,-3,-8,-7,0,-1,-2
Cc1cnc(NC(=O)c2ccco2)s1,-3,-0.3,7,-10,-3,-14,4,5,-6
Cc1ccc(C2(C)NC(=O)N(CC(=O)N3CCN(S(=O)(=O)c4cccs4)CC3)C2=O)cc1 (stereo not drawn),-5,2.3,-4,-19,-6,-22,4,15,4
COc1ccccc1N(C(=O)Cn1nnc(-c2ccc(C)o2)n1)C(C(=O)NC1CCCC1)c1ccncc1 (stereo not drawn),-4,0.2,-2,-19,2,-17,0,-6,-8
SMILES,CHRM1 agonist,M1 ag parental,CHO-K1 Ca antag,CHO parental Ca,OXTR potentiator,TAAR1 antagonist,TAAR1 agonist,CHRM1 antagonist,CHO-K1 Ca PAM
CNC(=O)c1c(NC(=O)C2=COCCO2)sc2c1CCC(C)C2 (stereo not drawn),-4,0.1,-2,-17,-7,-13,-2,4,18
CCCCCNc1ncnc2c(C)[nH]nc12,2,9.0,0,.,.,0,5,9,18
COc1ccc(CN(CCC(c2ccccc2)c2ccc(OC(C)C)cc2)C(=O)CCl)cc1OC (stereo not drawn),-5,1.4,3,4,-4,3,0,1,18
CCc1cccc(NS(=O)(=O)c2cccc3cccnc23)c1,1,1.2,-2,-12,-10,-2,-1,-2,-15
O=C(CCc1ccccc1)N1N=C(c2ccncc2)CC1(O)C(F)(F)F (stereo not drawn),-10,1.4,-4,-24,-5,7,3,-8,2
COc1cc(C(=O)Nc2ccc(C)cn2)c([N+](=O)[O-])cc1OC,-4,0.2,0,-5,-5,-8,1,-10,-4
COc1ccccc1N1CCN(C2CCN(S(=O)(=O)c3ccc(NC(C)=O)cc3)CC2)CC1,-14,0.2,-4,-19,-5,10,6,-2,8
CC1(C)CC(=O)C2=C(C1)N(Cc1ccco1)C(=O)C2(NC(=O)c1cccnc1)C(F)(F)F (stereo not drawn),-5,0.0,-5,4,1,11,3,6,10
O=C(NCC1CCCO1)C1CCN(S(=O)(=O)c2cc(Cl)ccc2Cl)CC1 (stereo not drawn),-6,1.5,-15,2,-12,-5,1,11,4
O=C(Nc1ccccc1N1CCN(c2ccccc2)CC1)c1cccc(F)c1,-2,0.0,-16,-17,-2,-5,5,-7,24
COC(=O)c1cn(C(C)C(=O)NCc2ccco2)c2ccccc12 (stereo not drawn),-4,0.5,-8,-15,-9,-11,2,-2,19
Cc1cc(=O)oc2cc(OCC(=O)Nc3ccc(F)cc3F)ccc12,-3,0.0,10,.,.,-19,1,0,6
COc1ccc(Cc2nc(-c3cccnc3)no2)cc1OC,-3,0.7,-18,-10,-2,8,10,-11,10
O=C(CN1CCN(S(=O)(=O)c2ccccc2)CC1)NCCc1ccccc1,0,0.7,8,-12,-11,-7,4,-14,-16
Cc1cccc(C(=O)NC(=S)NNC(=O)Cc2ccccc2)c1,15,1.2,16,11,-11,64*,119*,2,-14
O=S(=O)(Nc1cccc(-c2ccc(N3CCCCCC3)nn2)c1)c1ccc(F)cc1,-11,0.9,-12,-29,-5,-36,-1,7,-4
O=C1CCC(C(=O)N2CCSCC2)CN1CCc1ccccc1 (stereo not drawn),2,0.1,-11,2,-5,-5,5,-13,21
CCCCNC(=O)C1(N2C(=O)c3ccccc3C2=O)CCCC1,-3,0.0,-9,.,.,-5,0,-5,9
C=CCn1c(CCc2ccccc2)nnc1SCC(N)=O,1,1.0,-5,-8,0,15,0,-25,-1
O=C(CN1C(=O)COc2ccccc21)NCCCN1CCCCC1,-4,0.5,-15,-5,-4,-17,2,18,28
O=C(N/N=C/c1ccc(OC(=O)c2cccs2)cc1)c1ccccn1,-2,0.5,-2,-9,-9,3,8,-10,-11
O=C(NN=Cc1c[nH]c2ccccc12)NN=Cc1c[nH]c2ccccc12,3,0.0,2,.,.,20,1,-11,-10
CC(C)(C)NC(=O)CSC(=Nc1cccc(F)c1)NC#N,3,1.2,11,-14,-10,-2,3,-10,6

# Pulled by structure from the entries so far:
SMILES,CHRM1 agonist,M1 ag parental,CHO-K1 Ca antag,CHO parental Ca,OXTR potentiator,TAAR1 antagonist,TAAR1 agonist,CHRM1 antagonist,CHO-K1 Ca PAM
Cc1cccc(C(=O)NC(=S)NNC(=O)Cc2ccccc2)c1,15,1.2,16,11,-11,64*,119*,2,-14
CC(C)(C)NC(=O)CSC(=Nc1cccc(F)c1)NC#N,3,1.2,11,-14,-10,-2,3,-10,6
O=C(CN1C(=O)COc2ccccc21)NCCCN1CCCCC1,-4,0.5,-15,-5,-4,-17,2,18,28
C=CCn1c(CCc2ccccc2)nnc1SCC(N)=O,1,1.0,-5,-8,0,15,0,-25,-1

# Another view of part of the listing above:
# Values run as follows: CHRM1 agonist	M1 ag parental	CHO-K1 Ca antag	CHO parental Ca	OXTR potentiator	TAAR1 antagonist	TAAR1 agonist	CHRM1 antagonist	CHO-K1 Ca PAM
CC(C)(C)NC(=O)CSC(=Nc1cccc(F)c1)NC#N
  3	1.2	11	-14	-10	-2	3	-10	6
CCc1cccc(NS(=O)(=O)c2cccc3cccnc23)c1
  1	1.2	-2	-12	-10	-2	-1	-2	-15
O=C(NN=Cc1c[nH]c2ccccc12)NN=Cc1c[nH]c2ccccc12
  3	0.0	2	.	.	20	1	-11	-10
COc1ccc(CN(CCC(c2ccccc2)c2ccc(OC(C)C)cc2)C(=O)CCl)cc1OC (stereo not drawn)
  -5	1.4	3	4	-4	3	0	1	18
O=S(=O)(Nc1cccc(-c2ccc(N3CCCCCC3)nn2)c1)c1ccc(F)cc1
  -11	0.9	-12	-29	-5	-36	-1	7	-4
COc1cc(C(=O)Nc2ccc(C)cn2)c([N+](=O)[O-])cc1OC
  -4	0.2	0	-5	-5	-8	1	-10	-4
